Compound activity deposited in PubChem by National Center for Advancing Translational Sciences (NCATS).
KDM5B inhibitor: KDM5B demethylase inhibition; Q9UGL1; KDM5B demethylase, FDH-coupled NADH fluorescence (FDH is formaldehyde dehydrogenase); Potency, µM (highest dose often 57.7 µM), without a hit: at the highest dose activity change, negative = inhibition, most hits filed as inhibitors; 220,000 compounds, 2.6% hits; AID 1347165; active = well fitted inhibition curve with a large enough effect; inconclusive = small, poorly fitted or top-dose-only effect; inactive = no such curve, though single readings can be large or run the other way; also: 0% is about no effect; nearly all actives have a fitted effect of over 70% in size
Target sequence (Q9UGL1 whole entry, looked up): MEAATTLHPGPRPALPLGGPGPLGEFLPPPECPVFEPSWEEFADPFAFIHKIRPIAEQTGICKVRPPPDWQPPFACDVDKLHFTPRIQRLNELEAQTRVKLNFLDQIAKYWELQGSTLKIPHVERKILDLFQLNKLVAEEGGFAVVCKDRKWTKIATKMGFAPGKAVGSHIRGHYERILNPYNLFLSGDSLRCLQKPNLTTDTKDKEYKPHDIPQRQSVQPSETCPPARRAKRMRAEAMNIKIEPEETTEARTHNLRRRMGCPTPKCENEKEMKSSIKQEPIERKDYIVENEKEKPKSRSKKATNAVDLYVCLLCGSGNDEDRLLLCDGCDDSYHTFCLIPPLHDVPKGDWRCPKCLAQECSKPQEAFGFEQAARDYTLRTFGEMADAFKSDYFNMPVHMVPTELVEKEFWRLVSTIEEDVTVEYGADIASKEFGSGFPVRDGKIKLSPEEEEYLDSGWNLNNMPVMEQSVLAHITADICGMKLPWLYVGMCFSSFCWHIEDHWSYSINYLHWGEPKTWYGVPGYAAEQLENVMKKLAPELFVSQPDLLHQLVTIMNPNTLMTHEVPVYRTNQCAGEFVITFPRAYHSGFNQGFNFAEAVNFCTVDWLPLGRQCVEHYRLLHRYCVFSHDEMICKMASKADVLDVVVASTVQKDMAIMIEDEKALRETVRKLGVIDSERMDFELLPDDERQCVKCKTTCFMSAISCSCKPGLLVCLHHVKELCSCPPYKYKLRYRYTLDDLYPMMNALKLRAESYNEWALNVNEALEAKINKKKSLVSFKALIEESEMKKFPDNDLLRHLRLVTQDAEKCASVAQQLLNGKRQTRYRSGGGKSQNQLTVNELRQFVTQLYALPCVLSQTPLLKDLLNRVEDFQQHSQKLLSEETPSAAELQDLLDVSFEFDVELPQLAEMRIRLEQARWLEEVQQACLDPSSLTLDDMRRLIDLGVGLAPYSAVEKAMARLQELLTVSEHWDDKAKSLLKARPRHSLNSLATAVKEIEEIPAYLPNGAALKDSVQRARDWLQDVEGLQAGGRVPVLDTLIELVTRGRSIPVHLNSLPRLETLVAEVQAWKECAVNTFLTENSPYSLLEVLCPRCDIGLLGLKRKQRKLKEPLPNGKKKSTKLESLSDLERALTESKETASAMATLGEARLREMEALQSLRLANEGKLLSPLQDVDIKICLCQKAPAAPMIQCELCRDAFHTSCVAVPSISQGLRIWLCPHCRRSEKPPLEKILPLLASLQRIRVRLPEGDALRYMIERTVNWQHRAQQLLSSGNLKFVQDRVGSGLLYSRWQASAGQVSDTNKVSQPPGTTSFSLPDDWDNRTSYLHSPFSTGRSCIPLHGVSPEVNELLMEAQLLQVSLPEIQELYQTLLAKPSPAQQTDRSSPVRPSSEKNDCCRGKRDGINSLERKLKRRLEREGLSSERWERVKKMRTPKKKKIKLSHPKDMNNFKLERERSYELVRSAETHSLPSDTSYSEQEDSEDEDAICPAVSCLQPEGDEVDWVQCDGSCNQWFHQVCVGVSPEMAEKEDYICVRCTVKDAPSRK
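KDM5BΔAP (200 nM final) in 50 mM HEPES pH 7.5, 0.01% Tween-20 was preincubated 10 min at RT with compound over a concentration range. Substrate mix (H3K4me3 12.5 µM, α-KG 25 µM, Fe²⁺, ascorbate, NAD⁺, FDH) was added, and NADH fluorescence change over 30 min gave dose-response curves.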
Active calls of the source: *; i = inactive; u = inconclusive; [ ] = remark or other dose. Potency is read from the fitted curve at half-maximal effect. Some of the compounds tested; rates above refer to the full screens.

compound	KDM5B inhibitor
Cc1cccc(C(=O)NC(NC(C)C)C(Cl)(Cl)Cl)c1 (configuration not stated)	-4%
NC(=O)c1cc(S(=O)(=O)N2CCOCC2)ccc1N1CCCC1	-13%
Cc1c(Cl)cccc1NC(=O)CN1C(=O)CSc2ccc(S(=O)(=O)N3CCCC3)cc21	-23%
S=C(Nc1cc(Cl)ccc1Oc1ccccc1)N1CCN(c2ccccn2)CC1	-2%
Cc1ccc(C(=O)N2[C@@H]3CC[C@H]2CC(NC(=O)c2cnc(C)cn2)C3)cn1 (some centres not stated)	-20%
COCC(C)Nc1oc(-c2ccc(Cl)cc2)nc1C#N (configuration not stated)	i
CCCNC(=O)Nc1cc(OC)c(OC)cc1Cc1nccc2cc(OC)c(OC)cc12	-3%
COc1ccc(CCNC(=O)Cc2ccc(N(Cc3ccccc3)C(=O)c3ccco3)cc2)cc1	-27%
Cc1ccc2occ(CC(=O)Nc3ccc(Cl)c(C(F)(F)F)c3)c2c1	-18%
CCc1ccc2[nH]c(C(C)(C)C)c(C=O)c2c1	13%

Some of the entries above, reformatted.
Cc1cccc(C(=O)NC(NC(C)C)C(Cl)(Cl)Cl)c1 (configuration not stated)
  KDM5B inhibitor = -4%
Cc1c(Cl)cccc1NC(=O)CN1C(=O)CSc2ccc(S(=O)(=O)N3CCCC3)cc21
  KDM5B inhibitor = -23%
CCc1ccc2[nH]c(C(C)(C)C)c(C=O)c2c1
  KDM5B inhibitor = 13%
S=C(Nc1cc(Cl)ccc1Oc1ccccc1)N1CCN(c2ccccn2)CC1
  KDM5B inhibitor = -2%

Going on with the list.
compound	KDM5B inhibitor
Cc1ncc2c(c1CNC(=O)c1ccc3c(c1)OCO3)CCN(C(=O)CC1NC(=O)c3ccccc31)C2 (configuration not stated)	-15%
COc1ccccc1N1CCN(C(=O)c2cc(C)on2)CC1	22%
CC(Nc1ccc(F)cc1)C(=O)Nc1ccc(Cl)cn1 (configuration not stated)	8%
Cc1ccc(-c2ocnc2C(=O)Nc2ccc(C)c(C)c2)s1	-24%
COc1ccc(-c2c(C)oc3cc(OC(C)C(=O)O)ccc3c2=O)cc1OC (configuration not stated)	-2%
COc1cccc(NC(=O)CCc2ccc3c(c2)CN(S(C)(=O)=O)CCO3)c1	-29%
COCCN1CCCCC(CC(=O)Nc2ccc(OC)cc2)C1=O (configuration not stated)	-10%
Cc1nn(-c2ccc(F)cc2)c(C)c1[C@@H]1C=C[C@@H](NC(=O)c2ccco2)C1	u
Cc1ccc(-c2nc(CNC(=O)C3(N)CCC3)[nH]c2-c2ccccn2)cc1	u
CCN(CC)c1ccc(Nc2nc(N3CCOCC3)c3ccccc3n2)cc1	-16%

In a second layout: results already given.
KDM5B inhibitor | Compound
-15% | Cc1ncc2c(c1CNC(=O)c1ccc3c(c1)OCO3)CCN(C(=O)CC1NC(=O)c3ccccc31)C2 (configuration not stated)
22% | COc1ccccc1N1CCN(C(=O)c2cc(C)on2)CC1

The list goes on.
compound	KDM5B inhibitor
O=C(O)CN1C(=O)C2(OCCO2)c2cc(Br)ccc21	13%
CN(C)c1ccc(NC(=O)c2ccc3nc[nH]c3c2)cc1	18%
Cc1ccc(-c2cc3c(n2-c2ccc(C)cc2)CC(C)(C)CC3=O)cc1	-24%
COC(=O)C(=O)N[C@H]1C[C@@H](Cc2cc(-c3ccc(OC)cc3)on2)C1(C)C	0%[86.2 µM]
CCOc1ccc(NC(=S)N(CCOC)C(C)c2ccco2)cc1 (configuration not stated)	-3%
COCCNC(=O)C[C@@H]1C[C@@H](C(C)C)[C@H](CNS(C)(=O)=O)C=C1C	u
COc1ccc(CC(=O)Nc2ccc3nc(N4CCCCC4)cc(C)c3c2)cc1	u
Cc1cc(C(=O)OCC(=O)Nc2cc(S(=O)(=O)N(C)C)ccc2C)c2ccccc2n1	1%
O=C(NCCc1ccccn1)c1cc2n(n1)CC(c1ccc(Br)cc1)OC2 (configuration not stated)	-24%
CC(=O)Nc1ccccc1OCC(=O)NC(C)C(C)C (configuration not stated)	-17%
CCc1ccccc1C(=O)N1CC[C@@](O)(CCOC)[C@H](C)C1	-3%
CN(CC1CCOCC1)S(=O)(=O)c1cccs1	-2%
Cc1ccc(NC(=O)C(Cc2ccccc2)N2Cc3ccccc3C2=O)cc1Cl (configuration not stated)	-17%
N#Cc1ccccc1CNc1cc(Cl)ccc1Cl	22%
COc1ccc(CCNC(=O)CCc2c(C)c3cc4c(C)c(C)oc4cc3oc2=O)cc1	u
CCOC(=O)c1oc2ccccc2c1COC(=O)CNC(=O)c1cccc(OC)c1	-6%
CSc1ccc(/C=C(\NC(=O)c2ccc(C)cc2)C(=O)NN)cc1	-7%
CS(=O)(=O)c1ccc(CNC[C@H]2COCc3nc4cc(F)ccc4n32)cc1	9%[86.2 µM]
CCNc1ncnc2sc3c(c12)CCN(Cc1ccco1)C3	u
CN(Cc1cnn(C)c1)C(=O)C1CCC(=O)N(Cc2ccc(Cl)cc2)C1 (configuration not stated)	21%
COc1ccc(OC)c(C(C(=O)NC2CCCCC2)N(C(=O)c2ccccn2)c2cccnc2)c1 (configuration not stated)	0%
CN(C)c1ccc(/C=C(\NC(=O)c2ccccc2)C(=O)N/N=C/c2ccc(C(=O)O)cc2)cc1	-18%
CC(C)NC(=O)c1ccc2c(Cl)c3c(nc2c1)CCCC3	26%
CSc1ccc(-c2ccc3c(c2)C(=O)N2CC[C@H](NC(=O)c4cccs4)[C@H]2C(=O)N3)cc1	25µM*
COc1ccc(N2CCN(C(=O)c3cn(CC(C)C)c(=O)c4c3c3ccccc3n4C)CC2)cc1	u
COc1ccc2nc(N(Cc3cccnc3)C(=O)c3ccco3)sc2c1	i
CCc1cccc(NC(=O)CN(C)C2=NS(=O)(=O)c3ccccc32)c1	-13%
Cc1cccc(NC(c2cccc(F)c2)c2ccc3ccc(C)nc3c2O)n1 (configuration not stated)	-25%
CN(C)c1ccc(CN2C[C@H](O)C[C@H]2c2nc(C3CC3)no2)cc1	-26%[86.2 µM]
Cc1ccccc1OCC(=O)Nc1ccc2nc(SCC(=O)N3CCOCC3)sc2c1	-15%

Next results.
molecule,KDM5B inhibitor
CC(C)(C)c1ccnc(N[C@H]2CO[C@H]3[C@@H]2OC[C@H]3OC(=O)Nc2cccc(C(F)(F)F)c2)n1,-8%
O=C(Nc1ccc(F)cc1)c1ccnc2[nH]ccc12,-17%[230 µM]
COc1ccc(N2CC(NC(=O)C3CCCC3)CC2=O)cc1 (configuration not stated),-12%
CC(=O)N1CC2(CCN(CC(=O)N3CCOCC3)CC2)CC1C(=O)O (configuration not stated),-4%
COc1cc(C(=O)Nc2ccccc2OCc2cc(=O)n3cc(C)sc3n2)cc(OC)c1OC,-9%
Cn1c(CN2CCOC[C@H]2c2ncc(-c3ccc(Cl)cc3)[nH]2)nc2ccccc21,2%[86.2 µM]
COC[C@@H]1CN(C(=O)c2ccc3ncccc3c2)C[C@H]1c1nc(C)no1,10%
CC(C)CN1C(=O)c2cccn2CC1CNC(=O)c1n[nH]c(=O)c2ccccc12 (configuration not stated),-16%
CCCNC(=O)NC(=O)CN(CC(C)C)C1CC1,20%
CCOC(=O)C1CCN(C(=O)C2COC3(CCCCC3)N2C(=O)c2ccccc2)CC1 (configuration not stated),-19%
Cc1cccc(-c2ocnc2C(=O)N2CCCCCCNC(=O)[C@@H]3CCC[C@@H]32)c1,18%
O=C(Cn1ncc2ccccc2c1=O)Nc1ccc(OC2CCCC2)cc1,-15%
C[C@H](Nc1ncnc2sc3c(c12)CCC3)C(=O)O,-17%
Cc1ccc(-n2cc3c(c2-c2ccccc2Br)c(=O)n(C)c(=O)n3C)cc1N,-25%
O=C(NCc1ccccc1)c1noc(-c2ccc3c(c2)OCO3)n1,-21%
CCNC(=O)C(C)NC(=O)CCNC(=O)N(C)Cc1ccccc1 (configuration not stated),35%[activator]
O=C(Cn1c(=O)n(-c2ccc(F)c(Cl)c2)c(=O)c2sc3ccccc3c21)NC1CCCC1,-16%
Cc1cc2c(cc1S(=O)(=O)NCc1ccc(F)cc1)OCCN2C,-15%
CC(CC(=O)Nc1cccc(O)c1)(C(=O)O)c1ccccc1 (configuration not stated),10%
COc1ccc(Cl)cc1NC(=O)Cn1cccc1-c1nc(-c2ccccc2)no1,-1%
CCCCNc1nc(Oc2ccc(OCC)nn2)nc(N2CCOCC2)n1,-3%
CCC1CCCCN1CCCNC(=O)CN1C(=O)CSc2ccc(S(=O)(=O)N3CCC(C)CC3)cc21 (configuration not stated),u
O=C(CN1C(=O)COc2ccc(S(=O)(=O)N3CCCCC3)cc21)NCc1ccccc1Cl,u
CCNC(=O)CCc1c(C)nn(-c2ccccc2C)c1Oc1ccccc1F,-16%
CCCn1c(=O)c2sccc2n2c(CCCC(=O)Nc3ccc(Oc4ccc(Cl)cc4)cc3)nnc12,-1%
CN(C)N1C(=O)CC(c2cccc(Cl)c2Cl)C2=C1CC(C)(C)CC2=O (configuration not stated),9%
O=C(c1ccc(Cl)cc1)N1CCC(n2cc(-c3ccc(OC(F)(F)F)cc3)[nH]c2=O)CC1,u
CCOc1ccc(C2NC(=O)N(CC(=O)N3CCCC3)C3=C2C(=O)OC3)cc1 (configuration not stated),-12%
COc1ccc(C(=O)NCC(c2cccnc2)N2CCN(c3ccccc3OC)CC2)cc1 (configuration not stated),-1%
CCOC(=O)N1CCN(C2CCCN(Cc3cc(C)ccc3-n3cccn3)C2)CC1 (configuration not stated),u
Cc1ccc(CN2CCC3(CC2)CC(c2ccccc2)C(=O)N3C)cc1F (configuration not stated),22%
Cc1ccccc1C(=O)N1CCC2(CC1)OCCN2S(=O)(=O)c1ccc(Cl)cc1,-12%
CCn1nc(C)c2ccn(CC(=O)NCc3ccccc3C(F)(F)F)c(=O)c21,0%
CCn1c(CN2c3ccccc3Sc3ccccc32)n[nH]c1=S,-27%
O=C(Cn1ccc2cc(Br)ccc21)NC1CC1,23%
COc1ccc(-n2nc(C3CCN(Cc4ccc(N(C)C)cc4)CC3)[nH]c2=O)cc1,-24%
COc1ccc(C(=O)N2CCC(N3Cc4cnc(C)n4C3=O)CC2)cc1,5%
Cn1nnnc1SCCCNCc1ccc(Cl)cc1,-4%
CCC1Oc2ccc(NC(=O)C3CC3)cc2CN(Cc2cc(F)cc(F)c2)C1=O (configuration not stated),7%
COC(=O)c1ccc(Oc2coc3cc(OCc4ccccc4)ccc3c2=O)cc1,10%
O=C(NCc1ccc(C(F)(F)F)cc1)C1CCCN(c2cn[nH]c(=O)c2)C1 (configuration not stated),-9%
CC(C(=O)Nc1ccccc1)N(C)Cc1ccc2ccccc2c1 (configuration not stated),u
COc1ccc(CC(=O)N/N=C(\C)CC(=O)NCc2ccco2)cc1OC,22%
CC(C)CCC(CCNCc1cccs1)C1CCOC(C)(C)C1 (configuration not stated),-27%
CCCNC(=O)c1ccc2c(c1)N(Cc1ccccc1)C(=O)CS2=O (configuration not stated),7%
Cc1ccc(OCC(=O)N(Cc2ccco2)Cc2ccc(C)o2)cc1,u
COc1cccc(C(=O)N[C@@H]2CN(Cc3cccnc3)C[C@H]2CN(C)C)c1C,15%
CCn1c2c(c(=O)n1-c1ccccc1)CCN(Cc1cncc(OC)c1)C2,u
CCc1ccc(OCC2c3cc(OC)c(OC)cc3CCN2C(=O)COc2ccccc2)cc1 (configuration not stated),-18%
Cc1ccc(-n2nc3c(=O)n(CCCC(=O)NCCc4ccccc4Cl)nc(C)c3c2C)cc1,-16%
CC(C)(C)C(=O)N1CCc2nc(C3CC3)nc(-c3ccc(Cl)cc3)c2C1,3%
CN(C)c1cccc(C(=O)N2CCN(c3cc(-c4ccc(Cl)cc4)[nH]n3)CC2)c1,32µM*
Cc1ccc(Nc2nnc(-c3ccc(C)c(S(N)(=O)=O)c3)c3ccccc23)c(C)c1,-2%
COc1ccc(CCC(=O)N2CCC(Cc3nc(C4CC4)n[nH]3)CC2)cc1,20µM*
C=CCNC(=O)c1ccc(C(=O)OC)cc1,0%
CC1CCCN(C(=O)CSc2nnc(-c3ccccc3)o2)C1 (configuration not stated),4%
CC1=C[C@@H](CN2CCC(O)CC2)[C@H](C(C)C)C[C@H]1Cc1nnc(-c2ccncc2)o1,u
CC1=C[C@@H](CNCCN2CCOCC2)[C@H](C(C)C)C[C@H]1Cc1nnc(-c2ccc(C)cc2)o1,-23%
CC(NC(=O)c1ccc2c(c1)CCN2S(C)(=O)=O)c1ccccc1 (configuration not stated),4%
O=C(Cc1cccs1)NC1CCCc2c1[nH]c1c(Cl)cccc21 (configuration not stated),u

Further entries follow:
molecule,KDM5B inhibitor
CCN(CC)c1ccc(C=Nc2ccc(S(N)(=O)=O)cc2)cc1,2%
COc1cccc(CNC(=O)c2ccc(CNS(=O)(=O)c3ccc(C)cc3)cc2)c1,-20%
COc1cc(CN2CCC([C@@H]3CNC[C@H]3CO)CC2)cc(OC)c1,-10%
Cc1ccsc1C(=O)N1CCN(C(=O)c2nnn3c2COC(c2ccccc2)C3)CC1 (configuration not stated),1%
Cc1nc(C(F)(F)F)ccc1C(=O)O,-1%
CC(C)CCN1CCC2(CC1)C(=NC1CCCC1)NC(=O)N2c1cc(F)cc(F)c1,14%[115 µM]
Cc1ccc2c(CC(=O)N(Cc3ccc(F)cc3)C3CC3)coc2c1,-6%
O=C1CC(c2noc(-c3ccc4c(c3)OCO4)n2)CN1c1ccc(F)cc1 (configuration not stated),28µM*
